MEP2-GFP yeast = yeast TOR pathway MEP2-GFP modulation. S. cerevisiae MEP2-GFP strain, flow cytometry GFP, 3 h; 100% = DMSO control level. GFP response vs DMSO, % at 10 µM. hit rate 0.51% among 330,000. AID 2016;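 active = GFP response versus DMSO above a set limit, roughly screen mean plus 3 SD, cut at about 180% in these data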;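 also: median GFP fluorescence of the barcode-gated MEP2-GFP cells per well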
Yeast superoxide = lowers age-related superoxide in aged yeast cells | S. cerevisiae aged cells, superoxide DHE fluorescence; stronger effect = lower value | superoxide response (% of plate mean), % at 10 µM | hit rate 0.18% among 330,000;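 active = superoxide response under a set limit, about three screen SD below normal, cut at about 65% in these data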;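 also: yeast aged for seven days with compound at 30 °C before DHE staining; 100% = average MFI of all compound-treated wells on the plate with controls excluded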
RPL19A-GFP yeast = modulators of TOR pathway RPL19A-GFP in S. cerevisiae; hit rate 0.3% among 330,000; percent response vs DMSO, % at 10 µM; S. cerevisiae RPL19A-GFP strain, flow cytometry, 3 h; stronger effect = lower value; AID 2025;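 active = percent response vs DMSO below 50%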;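 also: median channel GFP fluorescence of the barcoded RPL19A-GFP strain; ratio of sample median GFP to plate DMSO average so 100% = DMSO; lower means less RPL19A-GFP as with rapamycin TOR inhibition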
GRK2 aptamer HTS = blocks RNA aptamer binding to human GRK2. bead flow cytometry, FAM-aptamer displacement from GRK2. inhibition of aptamer binding, % at 10 µM. hit rate 0.59% among 330,000. AID 488847;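 active = inhibition of aptamer binding above 40%, roughly 3 SD of noise, on plates passing a quality check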;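 also: median bead fluorescence of bound FAM aptamer so fluorescent compounds give negative values; no value below 0 was filed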
LAP4-GFP MLPCN = yeast TOR pathway LAP4-GFP modulation. AID 2023. S. cerevisiae LAP4-GFP multiplex, flow cytometry GFP, 3 h; median GFP as percent of DMSO wells. hit rate 0.34% among 320,000. GFP response vs DMSO, % at 10 µM;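 active = GFP response vs DMSO above a set limit, about the screen mean plus 3 SD, cut at about 150% in these data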
CIT2-GFP yeast = alters CIT2-GFP fluorescence in TOR pathway yeast screen. S. cerevisiae CIT2-GFP strain, flow cytometry, 3 h; 100 means same as DMSO wells. hit rate 0.065% among 320,000. GFP response vs DMSO, % at 10 µM. AID 2029;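 active = GFP response relative to DMSO above a set limit, near the screen mean plus 3 SD, cut at about 150% in these data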;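 also: ratio of well median GFP fluorescence to mean of DMSO wells on the plate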
VLA-4 inh = inhibition in a human VLA-4 binding assay. P13612. VLA-4 expressing cells, ligand binding flow cytometry. inhibition, % (about 7 µM as worked out from the volumes in the protocol). hit rate 0.2% among 330,000. AID 2557; in the data active = inhibition above about 50%
Target sequence (P13612 whole entry, looked up): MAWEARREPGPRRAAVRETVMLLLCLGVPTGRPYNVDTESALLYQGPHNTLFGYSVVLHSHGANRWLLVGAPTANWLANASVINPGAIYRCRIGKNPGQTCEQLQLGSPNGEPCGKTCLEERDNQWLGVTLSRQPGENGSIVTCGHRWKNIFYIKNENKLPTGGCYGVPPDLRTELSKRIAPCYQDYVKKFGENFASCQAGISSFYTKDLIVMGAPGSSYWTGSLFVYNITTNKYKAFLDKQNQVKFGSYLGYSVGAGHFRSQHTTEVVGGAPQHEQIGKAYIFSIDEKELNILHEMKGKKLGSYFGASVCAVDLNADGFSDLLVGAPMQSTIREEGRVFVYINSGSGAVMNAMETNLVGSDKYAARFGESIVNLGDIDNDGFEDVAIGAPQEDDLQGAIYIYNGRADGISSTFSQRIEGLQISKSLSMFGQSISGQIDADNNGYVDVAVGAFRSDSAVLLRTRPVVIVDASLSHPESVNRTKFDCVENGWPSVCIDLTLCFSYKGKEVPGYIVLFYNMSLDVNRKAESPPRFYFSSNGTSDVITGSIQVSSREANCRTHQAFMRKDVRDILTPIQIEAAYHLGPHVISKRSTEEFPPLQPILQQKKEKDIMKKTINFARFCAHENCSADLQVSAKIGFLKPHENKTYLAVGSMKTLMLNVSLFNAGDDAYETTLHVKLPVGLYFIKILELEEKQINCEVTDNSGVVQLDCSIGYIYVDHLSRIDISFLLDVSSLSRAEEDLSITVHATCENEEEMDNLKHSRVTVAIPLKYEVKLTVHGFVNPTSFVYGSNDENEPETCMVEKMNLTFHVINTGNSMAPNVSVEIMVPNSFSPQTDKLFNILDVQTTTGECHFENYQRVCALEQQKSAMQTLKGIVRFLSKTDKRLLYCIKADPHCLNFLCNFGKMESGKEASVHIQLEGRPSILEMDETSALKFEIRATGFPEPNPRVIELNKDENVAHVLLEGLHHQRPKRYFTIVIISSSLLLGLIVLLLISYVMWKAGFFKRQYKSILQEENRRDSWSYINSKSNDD
AGP1-GFP MLPCN = alters AGP1-GFP fluorescence in TOR pathway yeast screen | S. cerevisiae AGP1-GFP multiplex flow cytometry, 3 h; GFP as percent of DMSO wells | GFP response vs DMSO, % at 10 µM | hit rate 0.02% among 320,000 | AID 2066;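 active = GFP response relative to DMSO above a set limit, near screen average plus 3 SD, cut at about 150% in these data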;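 also: median GFP channel fluorescence of the gated AGP1 strain per well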
* = called active by the depositor.

`CCC(C)(C(=O)NC1CCCC1)N(Cc1cccs1)C(=O)Cc1cccs1` (stereo unspecified) gave MEP2-GFP yeast 89, Yeast superoxide 92, RPL19A-GFP yeast 98, GRK2 aptamer HTS 6, LAP4-GFP MLPCN 87, CIT2-GFP yeast 90, VLA-4 inh 1 and AGP1-GFP MLPCN 93.
Screening CCOC(=O)C(C)Sc1nnc(NC(=O)c2ccc(C)c([N+](=O)[O-])c2)s1 (stereo unspecified) returned MEP2-GFP yeast 109, Yeast superoxide 119, RPL19A-GFP yeast 95, GRK2 aptamer HTS 0, LAP4-GFP MLPCN 117, CIT2-GFP yeast 92, VLA-4 inh 4 and AGP1-GFP MLPCN 105.
CCc1ccc(C(C)NC(=S)NCc2ccc(F)cc2)cc1 (stereo unspecified) was read as MEP2-GFP yeast 88, Yeast superoxide 111, RPL19A-GFP yeast 97, GRK2 aptamer HTS 0, LAP4-GFP MLPCN 93, CIT2-GFP yeast 102, VLA-4 inh 1 and AGP1-GFP MLPCN 95.
Screening COC(=O)c1cccc(Nc2cc(C)nc(-c3ccccc3O)n2)c1 returned MEP2-GFP yeast 106, Yeast superoxide 98, RPL19A-GFP yeast 103, GRK2 aptamer HTS 29, LAP4-GFP MLPCN 96, CIT2-GFP yeast 99, VLA-4 inh 0 and AGP1-GFP MLPCN 100.
Screening Cc1ccc(CN2CCN(/N=C/c3ccco3)CC2)c(C)c1 returned MEP2-GFP yeast 103, Yeast superoxide 108, RPL19A-GFP yeast 96, GRK2 aptamer HTS 4, LAP4-GFP MLPCN 102, CIT2-GFP yeast 92, VLA-4 inh -6 and AGP1-GFP MLPCN 97.
For O=C(Nc1ccc2c(c1)nc1n2CCOC1)c1ccco1 the results were MEP2-GFP yeast 108, Yeast superoxide 100, RPL19A-GFP yeast 95, GRK2 aptamer HTS 0, CIT2-GFP yeast 96, VLA-4 inh 10 and AGP1-GFP MLPCN 104.
CCCCOc1ccc(C(=O)NCC(=O)N(C)Cc2nc3ccccc3c(=O)[nH]2)cc1 was read as MEP2-GFP yeast 100, Yeast superoxide 115, RPL19A-GFP yeast 97, GRK2 aptamer HTS 0, LAP4-GFP MLPCN 98, CIT2-GFP yeast 109, VLA-4 inh -6 and AGP1-GFP MLPCN 84.
Screening Cc1c(C(=O)N(C)Cc2nc3ccccc3c(=O)[nH]2)oc2ccccc12 returned MEP2-GFP yeast 105, Yeast superoxide 93, RPL19A-GFP yeast 96, GRK2 aptamer HTS 0, LAP4-GFP MLPCN 103, CIT2-GFP yeast 92, VLA-4 inh -2 and AGP1-GFP MLPCN 96.
CCOC(=O)c1sc(NC(=O)CSc2nccn2C)nc1C was read as MEP2-GFP yeast 113, Yeast superoxide 106, RPL19A-GFP yeast 107, GRK2 aptamer HTS 14, LAP4-GFP MLPCN 87, VLA-4 inh -6 and AGP1-GFP MLPCN 96.
Screening CC(C)N(Cc1nccn1C)C(=O)CC1C(=O)NCCN1Cc1ccc(F)cc1 (stereo unspecified) returned MEP2-GFP yeast 114, Yeast superoxide 93, RPL19A-GFP yeast 106, GRK2 aptamer HTS 0, LAP4-GFP MLPCN 96, CIT2-GFP yeast 106, VLA-4 inh -1 and AGP1-GFP MLPCN 104.
`O=C(Nc1ccc(Oc2ccc3c(c2)C(=O)N(c2ccc(O)cc2)C3=O)cc1)c1cccs1` gave MEP2-GFP yeast 104, Yeast superoxide 93, RPL19A-GFP yeast 87, GRK2 aptamer HTS 0, LAP4-GFP MLPCN 118, CIT2-GFP yeast 89, VLA-4 inh 2 and AGP1-GFP MLPCN 102.
Screening C=CCOc1cccc(C2C(C(=O)c3ccc(C)o3)=C(O)C(=O)N2CCCn2ccnc2)c1 (stereo unspecified) returned MEP2-GFP yeast 104, Yeast superoxide 99, RPL19A-GFP yeast 102, GRK2 aptamer HTS 0, LAP4-GFP MLPCN 96, CIT2-GFP yeast 102, VLA-4 inh -7 and AGP1-GFP MLPCN 93.
Screening COc1ccc(C2C(C(=O)c3ccco3)=C(O)C(=O)N2CC2CCCO2)c(OC)c1 (stereo unspecified) returned MEP2-GFP yeast 100, Yeast superoxide 94, RPL19A-GFP yeast 101, GRK2 aptamer HTS 0, LAP4-GFP MLPCN 89, CIT2-GFP yeast 95, VLA-4 inh 3 and AGP1-GFP MLPCN 94.
For CC1CC(=O)c2cnc(NCC3CCCO3)nc2C1 (stereo unspecified) the results were MEP2-GFP yeast 105, Yeast superoxide 85, RPL19A-GFP yeast 102, GRK2 aptamer HTS 4, LAP4-GFP MLPCN 97, CIT2-GFP yeast 106, VLA-4 inh 0 and AGP1-GFP MLPCN 102.
COc1ccc(NC(=O)Cc2cccc3ccccc23)cc1 was read as MEP2-GFP yeast 106, Yeast superoxide 110, RPL19A-GFP yeast 99, GRK2 aptamer HTS 1, LAP4-GFP MLPCN 100, CIT2-GFP yeast 94, VLA-4 inh 0 and AGP1-GFP MLPCN 94.
Screening COc1ccc(-c2cc(C(=O)N3CCCCC3)c3ccccc3n2)cc1 returned MEP2-GFP yeast 97, Yeast superoxide 74, RPL19A-GFP yeast 97, GRK2 aptamer HTS 1, LAP4-GFP MLPCN 120, CIT2-GFP yeast 87, VLA-4 inh 6 and AGP1-GFP MLPCN 85.
`O=C(/C=C/c1c(Cl)cccc1Cl)N1CCN(c2ncccn2)CC1` gave MEP2-GFP yeast 96, Yeast superoxide 88, RPL19A-GFP yeast 91, GRK2 aptamer HTS 1, LAP4-GFP MLPCN 95, CIT2-GFP yeast 90, VLA-4 inh -13 and AGP1-GFP MLPCN 93.
`Cc1cc(C)cc(NC(=O)CN2CCc3ccccc3C2)c1` gave MEP2-GFP yeast 96, Yeast superoxide 93, RPL19A-GFP yeast 100, GRK2 aptamer HTS 0, LAP4-GFP MLPCN 98, CIT2-GFP yeast 102, VLA-4 inh 2 and AGP1-GFP MLPCN 98.
`CC1CCc2c(C(=O)Nc3ccc(OC(F)(F)F)cc3)csc2C1` (stereo unspecified) gave MEP2-GFP yeast 97, Yeast superoxide 111, RPL19A-GFP yeast 102, GRK2 aptamer HTS 1, LAP4-GFP MLPCN 102, CIT2-GFP yeast 104, VLA-4 inh -12 and AGP1-GFP MLPCN 104.
`CCN(CC)/C(=N\S(=O)(=O)c1ccc(F)cc1)c1ccccc1` gave MEP2-GFP yeast 103, Yeast superoxide 92, RPL19A-GFP yeast 101, GRK2 aptamer HTS 1, LAP4-GFP MLPCN 96, CIT2-GFP yeast 95, VLA-4 inh 10 and AGP1-GFP MLPCN 94.
Cc1cccc(N2CCN(C(=O)Cn3nc(C)n4cccc4c3=O)CC2C)c1 (stereo unspecified) was read as MEP2-GFP yeast 92, Yeast superoxide 83, RPL19A-GFP yeast 90, GRK2 aptamer HTS 0, LAP4-GFP MLPCN 97, CIT2-GFP yeast 85, VLA-4 inh 17 and AGP1-GFP MLPCN 90.
For O=C(O)CCn1c(SCc2cccc3ccccc23)nc2ccccc21 the results were MEP2-GFP yeast 106, Yeast superoxide 98, RPL19A-GFP yeast 100, GRK2 aptamer HTS 0, LAP4-GFP MLPCN 103, CIT2-GFP yeast 88, VLA-4 inh 10 and AGP1-GFP MLPCN 99.
For Fc1ccc(-c2nnsc2Sc2ccccn2)cc1 the results were MEP2-GFP yeast 96, Yeast superoxide 75, RPL19A-GFP yeast 97, GRK2 aptamer HTS 0, LAP4-GFP MLPCN 100, CIT2-GFP yeast 93, VLA-4 inh -5 and AGP1-GFP MLPCN 89.
Screening O=C(Nc1cccc([N+](=O)[O-])c1)Nc1cnccn1 returned MEP2-GFP yeast 103, Yeast superoxide 110, RPL19A-GFP yeast 97, GRK2 aptamer HTS 0, LAP4-GFP MLPCN 99, CIT2-GFP yeast 109, VLA-4 inh 1 and AGP1-GFP MLPCN 97.
For Cc1ccc(N2C(N)=NC(N)=NC2(C)C)c(C)c1 the results were MEP2-GFP yeast 99, Yeast superoxide 81, RPL19A-GFP yeast 92, GRK2 aptamer HTS 1, LAP4-GFP MLPCN 95, CIT2-GFP yeast 90, VLA-4 inh -6 and AGP1-GFP MLPCN 91.
For O=C(COC(=O)CNS(=O)(=O)c1ccc(Br)cc1Cl)NC1CCCC1 the results were MEP2-GFP yeast 78, Yeast superoxide 100, RPL19A-GFP yeast 88, GRK2 aptamer HTS 0, LAP4-GFP MLPCN 87, CIT2-GFP yeast 86, VLA-4 inh 0 and AGP1-GFP MLPCN 96.
For Cc1cc(C)cc(N(CC(=O)NCCSCc2ccco2)S(C)(=O)=O)c1 the results were MEP2-GFP yeast 94, Yeast superoxide 93, RPL19A-GFP yeast 100, GRK2 aptamer HTS 1, LAP4-GFP MLPCN 101, CIT2-GFP yeast 100, VLA-4 inh -1 and AGP1-GFP MLPCN 100.
For CN(Cc1ccccc1F)c1nc(-c2cccnc2)nc2ccccc12 the results were MEP2-GFP yeast 88, Yeast superoxide 100, RPL19A-GFP yeast 92, GRK2 aptamer HTS 0, LAP4-GFP MLPCN 68, CIT2-GFP yeast 83, VLA-4 inh 2 and AGP1-GFP MLPCN 79.
CCOC(=O)CN=C(NS(=O)(=O)c1ccc(Cl)cc1)c1ccccc1 was read as MEP2-GFP yeast 109, Yeast superoxide 96, RPL19A-GFP yeast 106, GRK2 aptamer HTS 0, LAP4-GFP MLPCN 101, CIT2-GFP yeast 110, VLA-4 inh 15 and AGP1-GFP MLPCN 108.
`O=C(COC(=O)Cn1nc(-c2ccccc2)oc1=O)Nc1ccc(F)cc1` gave MEP2-GFP yeast 103, Yeast superoxide 80, RPL19A-GFP yeast 97, GRK2 aptamer HTS 0, LAP4-GFP MLPCN 111, CIT2-GFP yeast 100, VLA-4 inh 7 and AGP1-GFP MLPCN 103.

The last 3 entries of the part above are carried over, then new ones follow.
For CN(Cc1ccccc1F)c1nc(-c2cccnc2)nc2ccccc12 the results were MEP2-GFP yeast 88, Yeast superoxide 100, RPL19A-GFP yeast 92, GRK2 aptamer HTS 0, LAP4-GFP MLPCN 68, CIT2-GFP yeast 83, VLA-4 inh 2 and AGP1-GFP MLPCN 79.
CCOC(=O)CN=C(NS(=O)(=O)c1ccc(Cl)cc1)c1ccccc1 was read as MEP2-GFP yeast 109, Yeast superoxide 96, RPL19A-GFP yeast 106, GRK2 aptamer HTS 0, LAP4-GFP MLPCN 101, CIT2-GFP yeast 110, VLA-4 inh 15 and AGP1-GFP MLPCN 108.
`O=C(COC(=O)Cn1nc(-c2ccccc2)oc1=O)Nc1ccc(F)cc1` gave MEP2-GFP yeast 103, Yeast superoxide 80, RPL19A-GFP yeast 97, GRK2 aptamer HTS 0, LAP4-GFP MLPCN 111, CIT2-GFP yeast 100, VLA-4 inh 7 and AGP1-GFP MLPCN 103.
`COc1ccc(OC)c2c(C)cc(N3CCCCCC3)nc12` gave MEP2-GFP yeast 111, Yeast superoxide 106, RPL19A-GFP yeast 105, GRK2 aptamer HTS 4, LAP4-GFP MLPCN 100, CIT2-GFP yeast 110, VLA-4 inh -4 and AGP1-GFP MLPCN 106.
For O=C(NCCc1ccccc1Cl)c1cc(COc2ccc(F)cc2F)on1 the results were MEP2-GFP yeast 107, Yeast superoxide 94, RPL19A-GFP yeast 104, GRK2 aptamer HTS 3, LAP4-GFP MLPCN 119, CIT2-GFP yeast 91, VLA-4 inh 10 and AGP1-GFP MLPCN 101.
Screening CCCCCCn1c(N2CCCC2)nc2c1c(=O)[nH]c(=O)n2C returned MEP2-GFP yeast 103, Yeast superoxide 99, RPL19A-GFP yeast 102, GRK2 aptamer HTS 0, LAP4-GFP MLPCN 96, CIT2-GFP yeast 100, VLA-4 inh -7 and AGP1-GFP MLPCN 100.
For COc1ccc(OC)c(/C=C/C(=O)OCC(=O)NCc2ccccc2)c1 the results were MEP2-GFP yeast 90, Yeast superoxide 103, RPL19A-GFP yeast 100, GRK2 aptamer HTS 0, LAP4-GFP MLPCN 88, CIT2-GFP yeast 94, VLA-4 inh -7 and AGP1-GFP MLPCN 95.

Assay outcomes (PubChem BioAssay)
